RXFP1 ag – agonists of human relaxin receptor RXFP1. Q9HBX9. HEK293T-RXFP1 cAMP TR-FRET, 30 min; response scale: percent of porcine relaxin response, buffer zero. Potency, µM (doses to about 57.5 µM), for inactives: at the top dose activation, most hits filed as activators. 370,000 tested, 0.3% active; note: potency is the fitted concentration of half-maximal effect; % is set by controls: 0 for no effect and ±100 for the full control effect; nearly all actives have a fitted effect of over 60% in size; many of its hits are not listed in these tables
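HEK293 cells stably expressing RXFP1, treated 30 min at 37C with compounds plus PDE4 inhibitor Ro 20174; cAMP measured by HTRF TR-FRET. Normalized to buffer and 29 nM porcine relaxin; EC50 by Hill fit.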
TRHR ag – TRH receptor (human) agonism; TRHR cells, calcium flux fluo-8, FDSS agonist mode; 360,000 tested, 0.18% active; activation, % at 2 µM; P34981; in the data active = activation above about 30%; note: 0% is about no effect
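TRHR-expressing cells, plated overnight in medium with 10% serum, were loaded with fluo-8 calcium dye at room temperature. After a 10 s baseline, library compound was pin-added and calcium release was recorded kinetically (ex 480/em 530) as agonist response.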
D1 PAM – human D1 dopamine receptor positive modulation | HEK293 TREx D1 cells, calcium flux, dopamine EC20 potentiation | potentiation, % at 10 µM | 360,000 tested, 0.036% active; in the data active = potentiation above about 30%; note: 0% is about no effect
D1 ag – activates the human D1 dopamine receptor; P21728; HEK293 T-REx D1 cells, calcium flux, agonist mode; activation, % at 2 µM; 360,000 tested, 1% active; AID 504660; in the data active = activation above about 30%; note: 0% is about no effect
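Inducible HEK293 T-REx D1 cells, force-coupled to calcium signalling, were plated at 4000 cells/well with tetracycline and held overnight at 30 C. After no-wash calcium dye loading, compound-evoked calcium rise over 180 s flagged agonists.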
D2 potentiator – positive allosteric modulators of human D2 dopamine receptor | P14416 | HEK293 T-REx D2, calcium flux, EC20 dopamine potentiation | potentiation, % at 10 µM | 340,000 tested, 0.34% active | AID 485347;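 active = potentiation over 3 SD above the plate norm, cut at about 30% in these data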; note: 0% is about no effect
Target sequence (P14416 whole entry, looked up): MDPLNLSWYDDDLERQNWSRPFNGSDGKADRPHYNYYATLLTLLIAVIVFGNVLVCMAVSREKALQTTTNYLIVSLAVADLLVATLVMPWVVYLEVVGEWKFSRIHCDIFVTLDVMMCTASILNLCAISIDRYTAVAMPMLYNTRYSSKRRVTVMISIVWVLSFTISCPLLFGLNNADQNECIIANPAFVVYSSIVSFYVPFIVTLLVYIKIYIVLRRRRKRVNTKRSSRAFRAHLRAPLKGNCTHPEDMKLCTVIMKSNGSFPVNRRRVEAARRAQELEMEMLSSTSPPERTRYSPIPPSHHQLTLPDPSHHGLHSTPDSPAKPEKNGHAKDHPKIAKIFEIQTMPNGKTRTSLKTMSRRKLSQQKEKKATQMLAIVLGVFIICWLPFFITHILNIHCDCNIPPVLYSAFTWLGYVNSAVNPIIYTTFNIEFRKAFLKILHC
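Potentiation of an EC20 dopamine calcium response measured kinetically over 180 s, after a preceding 180 s compound-only read flagging agonists. Cells: inducible Hek293 Trex D2 line, 4000/well, cultured overnight at 30 C before dye loading.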
TRHR PAM – TRH receptor (human) allosteric enhancement; P34981; TRHR cells, fluo-8 calcium fluorescence, EC20 TRH enhancement; enhancement, % at 2 µM; 360,000 tested, 0.66% active; AID 493056; in the data active = enhancement above about 30%; note: 0% is about no effect
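TRHR-expressing cells loaded with fluo-8 calcium dye were read kinetically (ex 480/em 530) during compound addition, then stimulated with an EC20 of TRH (10 nM final). Enhancement of the Gq-mediated intracellular calcium response was scored.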
Apoferritin bind – binds horse apoferritin like a general anesthetic | 350,000 tested, 0.074% active | AID 485281 | apoferritin/1-aminoanthracene competitive binding, fluorescence | Potency, µM (doses to about 77.5 µM), for the others: at the top dose activity change, negative = displacement, actives largely listed as inhibitors | P02791; note: potency is the fitted concentration of half-maximal effect; % is set by controls: 0 for no effect and ±100 for the full control effect; nearly all actives have a fitted effect of over 20% in size
Target sequence (P02791 2-175 limits assumed): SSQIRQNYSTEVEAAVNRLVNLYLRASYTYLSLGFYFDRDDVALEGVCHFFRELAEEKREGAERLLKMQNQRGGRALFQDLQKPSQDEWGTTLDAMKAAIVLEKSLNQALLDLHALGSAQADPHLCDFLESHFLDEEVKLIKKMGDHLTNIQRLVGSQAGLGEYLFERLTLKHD
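In PBS, apoferritin at 10 uM is loaded with 1-AMA from a 50% saturated solution. After 10 min of compound exposure at ambient temperature, reduced 535 nm fluorescence indicates probe displacement.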
D1 antag – antagonists of human D1 dopamine receptor | P21728 | HEK293 TREx D1 cells, calcium flux, dopamine EC80; hits give low values | activity change, negative = inhibition, % at 10 µM | 360,000 tested, 3.2% active | AID 504652; in the data active = activity change below about -30%; note: % is set by controls: 0 for no effect and ±100 for the full control effect
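Compound effects on dopamine-evoked calcium signalling were measured in tetracycline-induced HEK293 Trex D1 cells. Dopamine at EC80 followed a 180 s compound pre-read, and fluorescence was tracked kinetically for 180 s more.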
RXFP1 antagonist – antagonists of human relaxin receptor RXFP1; Q9HBX9; AID 1259400; 350,000 tested, 0.59% active; activity change, negative = inhibition, % at 57.5 µM; HEK293-RXFP1, relaxin-stimulated cAMP HTRF, 30 min; hits give low values;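 active = activity change of -60% or lower, but not beyond a set lower limit; inconclusive = change between -60% and -40%, or beyond the set limit; inactive = change above -40%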; note: % is set by controls: 0 for no effect and ±100 for the full control effect
* hit, by the source's call; u = inconclusive; x = no result given; [ ] = another dose, or the depositor's remark. Unless noted, calls come from the whole dose curve; as a rule, active = well fitted curve in the direction sought with a large enough effect; inconclusive = small, poorly fitted or top-dose-only effect, or another doubt; inactive = no such curve, though single readings can be large; an effect the other way counts as inactive or inconclusive. The list is partial, so the mix of outcomes need not match the whole.

SMILES	RXFP1 ag	TRHR ag	D1 PAM	D1 ag	D2 potentiator	TRHR PAM	Apoferritin bind	D1 antag	RXFP1 antagonist
CC(OC(=O)c1ccc2ncsc2c1)C(=O)NC1CCCCC1C (stereo unspecified)	1.2%	0.0	-6	1	3	1	x	-21	-3
O=C(O)c1ccc(NCCC2=CCCCC2)c([N+](=O)[O-])c1	0.7%	-0.7	-8	4	-2	-7	-22%	23	2
COc1cc(CNCCSc2nnnn2C)ccc1OCc1ccccc1C	0.3%	0.5	-1	5	-10	-5	u	-8	x
O=C(COc1ccc([N+](=O)[O-])cc1Cl)N1CCOCC1	6.9%	0.3	-5	3	5	-2	3%	5	3
CCC(=O)c1ccc(OCC(O)CN2CCN(C(c3ccccc3)c3ccccc3)CC2)cc1 (stereo unspecified)	-0.1%	-0.7	-4	2	-10	-3	-13%	12	5
Cn1c(=O)c2[nH]c(-c3cccnc3)nc2n(C)c1=O	0.5%	-1.0	0	6	1	5	u	-6	-5
CC(Sc1ncccn1)C(=O)NC1CCCC1 (stereo unspecified)	0.6%	0.0	2	0	x	-9	x	-7	2
CCc1ccccc1-n1nnc(-c2ccccc2)n1	2.9%	-1.9	3	0	-6	-1	0%	-3	-4
CCS(=O)(=O)c1nc2ccccc2n1CC(=O)Nc1ccccc1C(=O)OC	3.2%	-0.4	-2	1	-9	10	-11%	-1	1
CCCOc1ccc(N2C(=O)CC(N(CCc3ccc(OC)cc3)C(=O)c3ccccc3)C2=O)cc1 (stereo unspecified)	-2.6%	0.7	-5	6	-2	-1	49%[activator]	3	-13
CCOc1ccc(OCCC(=O)OCC(=O)NCc2ccc(Cl)cc2)cc1	0.1%	0.0	-6	0	0	4	x	24	-4
COc1cc(NC(=O)COC(=O)c2n[nH]c3ccccc23)c(C)cc1[N+](=O)[O-]	-1.8%	0.3	-8	1	-6	5	-22%	x	-5
CN(C)CCNC(=O)Cn1ccc2cc(S(=O)(=O)N3CCCCC3)ccc21	-1.0%	0.0	-4	0	-3	-1	-16%	-12	21
Cc1cc(C(=O)CN2CCCC(C)C2)c(C)n1-c1ccc(F)cc1 (stereo unspecified)	0.0%	0.6	-1	5	-13	-3	1%	17	4
CSc1ccc(NC(=O)NCCCN2CCC(Cc3ccccc3)CC2)cc1	0.5%	-0.3	7	196*	6	16	-9%	-13	-9
COCCCNC(=O)CCn1c(=O)c2ccccc2n(CC(=O)Nc2ccc(C)cc2C)c1=O	0.4%	1.6	-3	0	x	-1	-1%	-9	-2
CCOc1ccc(NC(=O)CSc2nncn2C)cc1	-4.6%	0.6	-2	0	x	4	-4%	0	-7
COc1ccc(CNC(=O)C(c2ccc(C)o2)N(Cc2cccs2)C(=O)Cc2cccs2)cc1 (stereo unspecified)	-0.2%	-0.3	15	-1	11	1	-5%	-9	-6
COc1cc(NS(=O)(=O)c2ccc3c(c2)CC(C)N3C(=O)C2CCC2)cc(OC)c1OC (stereo unspecified)	-2.2%	-0.4	0	-2	1	3	-7%	6	x
O=C(CCc1ccccc1)Nc1ccc2c(c1)OCCO2	-0.4%	0.1	6	8	13	21	u	-20	-11
CC(=O)OC(CC(=O)O)C[N+](C)(C)C (stereo unspecified)	1.2%	0.5	3	-1	7	-4	-3%	-30	x
CCN(CC)c1nc2c(c(=O)[nH]c(=O)n2C)n1CCOc1ccccc1	-0.1%	-1.3	35*	7	-3	25	-14%	5	0
Cc1c(NC(=O)C(C)Sc2nnc(-c3ccccc3)o2)c(=O)n(-c2ccccc2)n1C (stereo unspecified)	-0.1%	0.1	-5	0	-1	1	-6%	1	1
CCOC(=O)N1CCN(S(=O)(=O)N2CCCC(C(=O)NC(C)c3ccccc3)C2)CC1 (stereo unspecified)	3.8%	-1.1	0	4	-9	24	-5%	5	7
CCOc1ccc2c(c1)C(N(CCN1CCOCC1)C(=S)Nc1ccccc1OC)CC(C)(C)O2 (stereo unspecified)	2.0%	-0.8	-1	3	2	-5	-16%	6	-3

Twelve consecutive compounds out of the list so far, for reference:
SMILES	RXFP1 ag	TRHR ag	D1 PAM	D1 ag	D2 potentiator	TRHR PAM	Apoferritin bind	D1 antag	RXFP1 antagonist
CCCOc1ccc(N2C(=O)CC(N(CCc3ccc(OC)cc3)C(=O)c3ccccc3)C2=O)cc1 (stereo unspecified)	-2.6%	0.7	-5	6	-2	-1	49%[activator]	3	-13
CCOc1ccc(OCCC(=O)OCC(=O)NCc2ccc(Cl)cc2)cc1	0.1%	0.0	-6	0	0	4	x	24	-4
COc1cc(NC(=O)COC(=O)c2n[nH]c3ccccc23)c(C)cc1[N+](=O)[O-]	-1.8%	0.3	-8	1	-6	5	-22%	x	-5
CN(C)CCNC(=O)Cn1ccc2cc(S(=O)(=O)N3CCCCC3)ccc21	-1.0%	0.0	-4	0	-3	-1	-16%	-12	21
Cc1cc(C(=O)CN2CCCC(C)C2)c(C)n1-c1ccc(F)cc1 (stereo unspecified)	0.0%	0.6	-1	5	-13	-3	1%	17	4
CSc1ccc(NC(=O)NCCCN2CCC(Cc3ccccc3)CC2)cc1	0.5%	-0.3	7	196*	6	16	-9%	-13	-9
COCCCNC(=O)CCn1c(=O)c2ccccc2n(CC(=O)Nc2ccc(C)cc2C)c1=O	0.4%	1.6	-3	0	x	-1	-1%	-9	-2
CCOc1ccc(NC(=O)CSc2nncn2C)cc1	-4.6%	0.6	-2	0	x	4	-4%	0	-7
COc1ccc(CNC(=O)C(c2ccc(C)o2)N(Cc2cccs2)C(=O)Cc2cccs2)cc1 (stereo unspecified)	-0.2%	-0.3	15	-1	11	1	-5%	-9	-6
COc1cc(NS(=O)(=O)c2ccc3c(c2)CC(C)N3C(=O)C2CCC2)cc(OC)c1OC (stereo unspecified)	-2.2%	-0.4	0	-2	1	3	-7%	6	x
O=C(CCc1ccccc1)Nc1ccc2c(c1)OCCO2	-0.4%	0.1	6	8	13	21	u	-20	-11
CC(=O)OC(CC(=O)O)C[N+](C)(C)C (stereo unspecified)	1.2%	0.5	3	-1	7	-4	-3%	-30	x

Next part.
SMILES	RXFP1 ag	TRHR ag	D1 PAM	D1 ag	D2 potentiator	TRHR PAM	Apoferritin bind	D1 antag	RXFP1 antagonist
O=C(C/C(=N/O)c1ccccc1O)C(F)F	-0.9%	1.6	-7	3	2	9	-25%	-32*	0
O=S1(=O)CCOCCCN1Cc1ccc(Cl)cc1	-2.5%	0.1	1	0	1	3	u	-9	x
Cc1ccc(C(=O)Nc2ccc(N3CCOCC3)nc2N2CCOCC2)cc1	-1.5%	-1.0	-4	2	-1	6	13%	0	-12
O=C(Nc1ccccc1[N+](=O)[O-])c1cc(S(=O)(=O)Nc2ccccn2)ccc1Cl	-0.6%	-0.8	-6	0	28	-2	-7%	-11	6
COc1ccccc1N1C(=O)C=C(Sc2nc(C)cc(C)n2)C1=O	5.2%	0.2	-2	4	-8	-4	2%	-14	-11
CCOc1cc(N2CCOCC2)c(OCC)cc1NC(=O)c1ccc(C)cc1	-0.7%	-0.2	-6	5	-1	2	-9%	-2	-7
Clc1ccc(-c2nnc(CSc3nnc(-c4cccs4)o3)o2)cc1	3.8%	-0.6	-4	3	-4	-2	2%	17	-4
O=C(COC(=O)C1=COCCO1)NCCCc1ccccc1	-0.2%	-0.1	1	5	5	2	-18%	-4	6
COC(=O)c1ccccc1NC1=C/C(=N\S(=O)(=O)c2ccc(C(=O)O)cc2)c2ccccc2C1=O	-2.9%	-1.0	x	2	-1	14	0%	-5	7
CCOC(=O)c1cnc2c(C(=O)OC)cccc2c1NCc1ccco1	0.9%	-0.3	-6	0	9	5	-1%	-12	-10
COC(=O)c1c(NC(=O)c2ccco2)sc2c1CCN(C(C)=O)C2	22%	-0.9	4	1	2	1	-5%	7	13
COc1ccc(OC)c(C(=O)CC2(O)C(=O)N(Cc3ccccc3C)c3ccccc32)c1 (stereo unspecified)	1.1%	-0.7	1	2	-6	-6	u	1	-38
CCCCC(=O)Nc1cccc(-c2csc(-c3ccccc3)n2)c1	0.4%	0.6	2	4	-4	-4	-9%	-4	-4
CC(C)CNC(=O)c1ccc(NC(=O)c2ccccc2[N+](=O)[O-])cc1	5.2%	0.3	-2	3	9	2	6%	-21	-3
COc1ccc(Cn2c(SCC#N)nc3ccc(N4CCOCC4)cc3c2=O)cc1	3.8%	-0.8	-3	0	x	-1	-1%	9	-16
COc1cc(C(=O)N2CCCN(C)CC2)cc(OC)c1C	-3.1%	-0.4	-6	4	7	3	-1%	1	-4
COc1ccc(S(=O)(=O)N(C(=O)c2ccncc2)c2ccc(OC(=O)c3ccncc3)cc2)cc1	2.3%	-0.3	-7	0	-5	-20	-21%	18	-29
Cc1ccc(NC(=O)OCc2cn(-c3ccc(Cl)cc3)nn2)cc1	-0.1%	-0.1	-6	2	-4	5	-6%	-19	3
O=C(c1cc(Cl)ccc1O)N1CCN(S(=O)(=O)c2cccs2)CC1	-0.3%	0.0	2	4	-2	-4	x	-13	0
